Screening results as filed in PubChem BioAssay.
SF1 activator: activators of human SF-1, primary screen, cell-based, CHO-K1, Gal4-SF-1 LBD, luciferase luminescence; activation, % at 10 µM; hit rate 1.9% among 65,000; CHO-K1 Gal4-SF-1 LBD luciferase reporter; % increase over DMSO SF-1-specific signal; AID 522, 2006;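 active = activation above the mean activation of all tested compounds plus 3 SD, cut at about 50% in these data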
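System: CHO-K1 cells with Gal4–hSF-1 LBD chimera plus Gal4-driven luciferase; quantity: 4,000 CHO-K1 cells per well; compound: one dose, 10 µM compound, 1% DMSO; times: 20 h compound treatment, 37 °C; measured by: SteadyLite luciferase luminescence; read-out: percent activation versus DMSO; benchmarks: DMSO and mock-transfected background; replicates: one test per compound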
RORA act: activators of orphan receptor RORA, primary screen, cell-based, luminescence. CHO-K1 Gal4-RORA LBD luciferase reporter; percent increase over mock-subtracted basal signal. activation, % at 10 µM. hit rate 1.5% among 65,000. Nuclear receptor ROR-alpha (Homo sapiens), P35398. AID 560, 2006;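 active = activation above the mean of all tested compounds plus 3 SD, cut at about 49% in these data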;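 also: 0% = DMSO-treated RORA cells and 100% = added signal equal to DMSO minus mock-transfected cells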
Target sequence (P35398 whole entry, looked up, the tested form may be a part): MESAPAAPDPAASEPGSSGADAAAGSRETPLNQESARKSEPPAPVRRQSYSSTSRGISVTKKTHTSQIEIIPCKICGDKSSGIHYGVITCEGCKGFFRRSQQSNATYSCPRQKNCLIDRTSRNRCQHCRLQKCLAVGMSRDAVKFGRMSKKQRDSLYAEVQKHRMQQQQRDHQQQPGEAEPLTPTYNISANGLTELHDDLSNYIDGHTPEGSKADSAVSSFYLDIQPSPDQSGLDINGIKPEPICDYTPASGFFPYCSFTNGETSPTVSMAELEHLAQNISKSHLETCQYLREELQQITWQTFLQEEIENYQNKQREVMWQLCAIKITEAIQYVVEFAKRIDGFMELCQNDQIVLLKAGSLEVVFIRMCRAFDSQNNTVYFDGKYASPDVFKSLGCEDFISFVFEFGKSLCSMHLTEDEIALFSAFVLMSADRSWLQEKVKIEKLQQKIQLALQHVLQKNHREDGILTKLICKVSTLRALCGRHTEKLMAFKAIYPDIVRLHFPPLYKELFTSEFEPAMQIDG
5HT1E ag: 5-HT1E receptor agonists, primary screen, cell-based, HTS; 5-hydroxytryptamine receptor 1E (Homo sapiens), P28566; CHO 5-HT1E Ga15 NFAT-bla reporter, FRET; 0% DMSO wells, 100% control agonist wells; activation, % at 6 µM; hit rate 0.69% among 65,000; AID 574, 2007;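 active = activation above a set limit, the screen-wide mean activation plus 3 SD, cut at about 8.5% in these data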;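 also: 100% = positive control agonist at 1 µM giving full maximal response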
Target sequence (P28566 whole entry, looked up): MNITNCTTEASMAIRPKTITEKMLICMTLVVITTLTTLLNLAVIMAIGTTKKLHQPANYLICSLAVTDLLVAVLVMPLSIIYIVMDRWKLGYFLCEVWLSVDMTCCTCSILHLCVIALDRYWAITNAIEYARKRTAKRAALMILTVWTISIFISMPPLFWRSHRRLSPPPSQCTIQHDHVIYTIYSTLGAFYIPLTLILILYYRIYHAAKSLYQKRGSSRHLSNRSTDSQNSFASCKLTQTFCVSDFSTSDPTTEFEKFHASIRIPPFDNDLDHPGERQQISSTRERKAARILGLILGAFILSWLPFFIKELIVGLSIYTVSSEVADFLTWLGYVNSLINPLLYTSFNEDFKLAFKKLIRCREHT
Ecoli tolC: growth inhibitors of E. coli tolC mutant, primary screen, strain BW25113 ΔtolC::kan, 384-well. OD615. growth inhibition, % at 10 µM (by protocol). hit rate 2.2% among 65,000. AID 573, 2007;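 active = growth inhibition at or above a cutoff equal to the mean over every tested compound plus 3 SD, cut at about 60% in these data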;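 also: growth measured after 20 h incubation at 37 °C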
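Material: E. coli BW25113 ΔtolC::kan, tolC deletion mutant strain. Measure: percent growth inhibition. Schedule: 37 °C, 20 h exposure. Doses: single-point testing at 10 µM. Signal: A615 absorbance measurement. Buffer or medium: kanamycin-containing LB broth (50 µg/mL).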
MMP13 inh: human MMP13 inhibitors, primary screen, biochemical, FRET peptide cleavage; Collagenase 3 (Homo sapiens), P45452; MMP-13 fTHP FRET cleavage, Mca fluorescence; inhibition, % at 4 µM; hit rate 0.07% among 65,000; AID 570, 2006;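 active = inhibition above the mean of compound-free control plate wells plus 3 SD, cut at about 14% in these data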;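 also: 0% = DMSO wells and 100% = wells with reference MMP-13 inhibitor after basal subtraction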
5HT1a antag: human 5-HT1a receptor antagonists, primary screen, cell-based, CHO, Ga15 NFAT-bla reporter | CHO 5-HT1a Ga15 NFAT-bla reporter, antagonist mode | inhibition, % at 10 µM | hit rate 0.68% among 62,000 | AID 612, 2007;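 active = inhibition above the mean of all tested compounds plus 3 SD, cut at about 43% in these data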;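 also: receptor stimulated by 5-CT agonist at 100 nM near EC80; beta-lactamase reporter measured by ratiometric fluorescence of a cleavable substrate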
NADH coupling: inhibitors of PK/LDH coupling enzymes, profiling panel, artefact control, biochemical, MLSMR library; coupled PK/LDH NADH assays, four targets; IC50, µM (series often up to 10 µM), inactives show at the highest dose inhibition; hit rate 0.02% among 65,000; AID 774, 2007;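 active = single-dose screening hits from any of four coupled enzyme assays that gave an IC50 when retested across doses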;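 also: the DPM-DC format reads NADH fluorescence rather than 340 nm absorbance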
5HT1E antag: 5-HT1E receptor antagonists, primary screen, cell-based, HTS | CHO 5-HT1E Ga15 NFAT-bla reporter, FRET, antagonist | inhibition, % at 6 µM | hit rate 0.99% among 65,000 | AID 571, 2007;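 active = inhibition above a set limit, the mean inhibition across every tested compound plus 3 SD, cut at about 29% in these data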;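 also: signal is the 460 over 535 nm emission ratio of beta-lactamase substrate; 0% = agonist plus DMSO wells and 100% = wells without agonist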
5HT1a ag: human 5-HT1a receptor agonists, primary screen, cell-based, CHO, Ga15 NFAT-bla reporter; 5-hydroxytryptamine receptor 1A (Homo sapiens), P08908; CHO 5-HT1a Ga15 NFAT-bla reporter, FRET ratio; 0% basal, 100% maximal reference agonist; activation, % at 10 µM; hit rate 0.56% among 65,000; AID 567, 2006;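 active = activation above the screen-wide mean activation plus 3 SD, cut at about 19% in these data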;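 also: 0% = DMSO wells and 100% = 5-CT at EC100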
* marks the source's active call; other numbers are inactive results; · = not tested or not shown; [ ] = remark or other dose.

Compound	RORA act	5HT1a antag	5HT1E antag	MMP13 inh	Ecoli tolC	5HT1E ag	5HT1a ag	SF1 activator	NADH coupling
COc1cccc(-n2nnc3c(=O)n(Cc4ccc(C)cc4)cnc32)c1	15.0	8.3	7.2	3.6	4.3	-0.2	-0.3	7.1	6.0%
O=C(c1ccco1)N1c2ccccc2Sc2ccccc21	-25.9	5.7	-3.6	1.1	48.9	-0.6	-1.4	-7.0	8.0%
CCOc1ccc(NC(=O)Cn2nnc(-c3ccccc3NC(=O)CC)n2)cc1	-11.9	-3.1	10.0	0.7	12.5	0.0	0.1	-4.9	6.0%
O=C(Nc1nccs1)c1cnccn1	-7.4	-0.4	7.7	5.0	-6.5	-1.6	-3.9	1.0	7.0%
CCCc1[nH]nc2c1C(c1cc(OC)ccc1F)C(C#N)=C(N)O2 (centres undefined)	-18.3	-3.1	0.0	0.1	1.1	-0.6	-1.1	4.3	2.0%
O=S(=O)(c1cccc2ccccc12)N1CCSC1	-22.5	-12.1	-9.2	3.0	5.3	1.1	0.7	-16.9	4.0%
Cc1ccc(S(=O)(=O)NCC(=O)NC2CCCC2)cc1	-10.9	-1.5	-1.6	-0.6	-4.9	-0.8	-1.5	2.9	6.0%
Fc1ccc(NCc2cccnc2)cc1	-7.7	-11.8	14.2	-3.9	-14.4	-0.9	0.6	2.4	8.0%
O=C(Nc1nc2c(s1)CCCC2)c1ccc2ncsc2c1	50.4*	-10.3	2.8	4.6	45.8	0.4	-1.4	38.5	3.0%
Cc1scc(C(=O)Nc2ccon2)c1-c1ccccc1	-0.4	7.1	-4.7	1.9	4.8	-0.7	-2.7	24.0	3.0%
CCN(CC)S(=O)(=O)c1cccc2c(N(C)C)cccc12	-14.8	·	11.5	-8.7	1.5	0.4	-1.8	-13.3	7.0%
CC1=C(C(=O)OC(C)(C)C)C(c2ccco2)C(C#N)=C(N)O1 (centres undefined)	1.8	5.7	0.0	4.7	-2.6	-0.9	-0.9	-11.2	4.0%
CC1CCc2nn(CC(=O)Nc3c(F)cc(F)cc3Br)cc2C1 (centres undefined)	3.0	1.8	-8.7	3.3	-3.7	1.0	0.5	4.4	11.0%
COc1ccc(S(=O)(=O)NCc2ccco2)cc1-c1nnc2c3ccccc3c(C)nn12	-7.0	-12.0	7.4	4.7	28.6	0.8	-1.3	-7.6	3.0%
Cn1nnnc1SCC(=O)N1CCN(c2cccc(Cl)c2)CC1	-6.3	13.0	13.1	2.8	7.3	-0.2	-0.1	5.1	2.0%
CS(=O)(=O)N1CCCC(C(=O)NCc2cccs2)C1 (centres undefined)	-15.2	-4.4	7.8	-0.4	-7.2	1.3	-1.0	13.0	8.0%
CCC(Sc1nncn1C)C(=O)Nc1ccccc1OC (centres undefined)	3.5	-9.7	6.6	1.1	-10.2	-0.6	-2.2	-1.3	6.0%
c1ccc(SCCOCCn2cncn2)cc1	-17.6	-4.8	0.6	0.5	-20.0	0.0	-1.8	-5.5	2.0%
CSCC[C@H](NC(=O)OC(C)(C)C)c1nnc(SCC(=O)Nc2ccc(C)cc2C)o1	-10.5	-3.4	-14.6	3.0	7.1	0.6	0.0	-4.8	2.0%
CCOC(=O)C(C)n1cnc2c(nnn2-c2cccc(Cl)c2)c1=O (centres undefined)	4.5	-18.4	-2.1	1.7	0.0	-0.1	-0.7	-3.6	5.0%
C=CCOc1ccc(/C(O)=C2/C(=O)C(=O)N(CCCN3CCOCC3)C2c2ccccc2)cc1 (centres undefined)	-13.1	·	1.5	4.8	3.9	-0.7	-2.4	0.0	3.0%
CN1C(=C2C(=O)OC(C)(C)OC2=O)Sc2ccccc21	48.2	-5.9	-5.5	5.8	-12.7	0.5	-2.1	42.3	5.0%
COc1ccc(-c2nnn(CCc3nn[nH]n3)n2)cc1OC	-22.5	-12.6	-3.6	3.3	-17.3	-0.9	-1.3	-4.8	1.0%
CCOC(=O)c1c(NC(=O)CN2CCOCC2)sc2c1CCCC2=O	-4.2	-23.9	20.3	-5.0	10.3	0.5	1.2	-6.4	2.0%
CC1=C(C#N)C(Nc2cccc(C)n2)(C(F)(F)F)C(=O)N1 (centres undefined)	-0.4	12.7	-3.4	2.9	-0.1	-0.6	1.1	-11.8	4.0%
Cc1cccc(S(=O)(=O)c2c(N)n(Cc3ccco3)c3nc4ccccc4nc23)c1	-20.3	9.4	-1.9	-215.2[fluorescence artefact?]	52.5	1.4	1.4	-15.1	3.0%[fluoresces]
Cc1cccc(N2C(N)=NC(N)=NC23CCCCC3)c1	-0.8	2.9	-5.7	2.3	-11.2	-1.8	-0.6	9.4	3.0%
CNC(=O)CCc1nc(-c2ccc(C(C)(C)C)cc2)no1	-89.3	1.2	-10.6	-0.7	32.5	0.6	0.1	-87.6	1.0%
N=c1n(Cc2ccc(Cl)cc2)c2ccccc2n1CC(O)c1ccco1 (centres undefined)	-35.7	29.3	-1.7	-10.4	25.4	-0.5	-2.6	-3.9	5.0%
Cc1nc2nc(-c3cccnc3)nn2c(C)c1Cl	12.0	-15.7	-10.7	0.0	-12.3	0.1	1.6	-3.3	2.0%
Cc1cc2n(n1)C(c1ccsc1)Nc1ccccc1-2 (centres undefined)	-3.2	4.6	4.9	-0.1	47.5	-0.5	0.4	-18.2	9.0%
COc1ccc(N=C2SC(C(=O)O)CC(=O)N2C)cc1 (centres undefined)	-26.5	4.7	5.9	-0.6	-6.3	1.4	2.2	-15.1	4.0%
O=C(CC(Nc1ccc(F)cc1)C(=O)O)c1ccccc1 (centres undefined)	62.0*	17.2	7.7	1.6	1.8	-0.4	-4.0	41.7	4.0%
O=C(NC1CCCC1)c1cccnc1N1CCCCCC1	-31.7	7.5	2.7	-0.8	-9.4	-1.0	-1.3	-3.0	6.0%
O=C1c2ccccc2NC(c2ccc3c(c2)OCO3)N1O (centres undefined)	9.8	-7.2	7.0	-6.5	-7.5	-0.3	-1.8	17.9	7.0%
CC1(c2ccccn2)Nc2ccccc2-c2nc3ccccc3n21 (centres undefined)	7.4	4.8	-8.3	-408.0[fluorescence artefact?]	18.0	0.4	-2.7	26.3	4.0%[fluoresces]
CCOC(=O)CSc1nnc(-c2ccc(Cl)cc2Cl)o1	-17.3	-0.2	-3.5	0.5	11.3	0.3	-3.2	7.7	2.0%
OCCNc1ncnc2c1ncn2Cc1ccccc1	0.1	2.5	2.7	-6.1	-14.8	0.4	0.0	-5.5	9.0%
CCn1c(SCC(=O)Nc2ccc(S(=O)(=O)Nc3ccccn3)cc2)nnc1-c1ccncc1	15.1	0.3	6.2	-6.6	-13.6	-0.7	-0.3	-7.3	8.0%
CCCc1nnc(NC(=O)Nc2ccccc2OC)s1	23.5	·	28.0	6.7	5.2	-0.6	3.5	28.6	6.0%
O/N=C1\CCC\C1=C/c1ccco1	-26.8	-4.0	-2.3	-5.4	-7.6	0.6	-0.9	9.6	15.0%
COC(=O)c1c(NC(=O)c2cccs2)sc2c1CCCC2	19.4	6.2	-6.2	-10.3	17.2	0.7	5.0	28.1	4.0%
COC(=O)c1nc2n(n1)C(c1cc(OC)ccc1OC)C(C(=O)OC1CCCCC1)=C(C)N2 (centres undefined)	11.9	14.6	12.6	0.5	9.6	-1.6	1.6	2.1	5.0%
O=C(CCCN1CCOCC1)c1ccc2c(c1)OCCO2	28.8	1.2	16.8	-0.3	-5.0	-1.3	-4.4	55.7*	5.0%
CC(C)Nc1nc(NC(C)C)nc(N(C)C#N)n1	-2.1	-1.2	9.8	2.0	-5.5	-0.7	3.0	16.4	3.0%
COCCN(C(=O)c1csnn1)C(C(=O)NC(C)(C)C)c1cccc(OC)c1 (centres undefined)	1.2	-6.6	4.3	-0.9	-30.6	0.7	-0.1	-11.8	2.0%
O=C(Nc1cccc2ncccc12)c1cc2ccccc2o1	-17.3	-5.5	-1.3	-2.4	5.3	-0.3	0.3	-4.8	0.0%
CC1(C)CC(=O)CC(=NCC(=O)O)C1	-4.3	-18.6	-3.5	-2.7	-12.7	-0.9	-2.6	-12.0	1.0%
COc1cccc(CNC(=O)Cn2cc3c(n2)CCCC3)c1	12.4	-5.3	-2.0	0.5	-6.1	-0.1	-4.5	3.6	4.0%
COC(=O)c1cn(NC(=O)c2cccc(N(C)C)c2)c(=O)c2ccccc12	-1.6	5.3	2.7	0.4	13.2	0.4	-2.7	1.8	6.0%
CC(=O)Nc1ccc(S(=O)(=O)N(C2=NCC(C)S2)c2ccccc2)cc1 (centres undefined)	-7.0	-15.9	4.8	-2.0	54.1	0.4	1.8	-22.3	3.0%
COc1ccc(C(=O)COC(=O)CCCn2c(=O)oc3ccccc32)cc1	-4.9	-14.9	-4.0	1.7	-2.6	0.2	-3.7	5.4	6.0%
CCCCn1c(NCCC)nc2c1c(=O)[nH]c(=O)n2C	-7.0	-3.2	14.8	1.8	-13.5	0.1	-1.4	-1.9	4.0%
CCn1c(O)c(C=NCCN2CCOCC2)sc1=S	-6.7	-16.9	-2.9	-7.1	-34.0	4.6	0.9	-7.2	7.0%
Cc1cc(NC(=O)c2cncc(Br)c2)n(-c2ccccn2)n1	-16.2	-2.1	-4.0	2.8	-18.9	0.1	-0.9	-8.4	9.0%
COc1c(F)c(F)c(C(=O)Nc2ccccc2N2CCN(C(C)=O)CC2)c(F)c1F	14.8	-11.2	8.1	3.1	15.1	0.0	-1.2	2.5	5.0%
COC(=O)c1sc(NC(=O)c2oc3ccccc3c2C)nc1C	61.0*	·	-21.2	-14.0	9.4	0.3	1.4	58.3*	7.0%
O=C(CSc1ncc(C(F)(F)F)cc1Cl)N1CCN(S(=O)(=O)c2ccccc2)CC1	2.1	-8.1	9.7	1.9	3.2	0.5	-2.4	-3.2	5.0%

Just 5HT1E ag, 5HT1a antag and Ecoli tolC, for 2 of the compounds above:
Structure,5HT1E ag,5HT1a antag,Ecoli tolC
CSCC[C@H](NC(=O)OC(C)(C)C)c1nnc(SCC(=O)Nc2ccc(C)cc2C)o1,0.6,-3.4,7.1
CCOC(=O)C(C)n1cnc2c(nnn2-c2cccc(Cl)c2)c1=O (centres undefined),-0.1,-18.4,0.0
